Rpn11 inh: blocks the human proteasome subunit Rpn11 | AID 588493 | hit rate 0.59% among 360,000 | O00487 | calls only at 20 µM | human 26S proteasome, Ub4-pepOG fluorescence polarization; 20S core pre-blocked with epoxomicin;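 active means inhibition at 20 µM, scaled to each plate's controls, above about 33%, limit read from the data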
Target sequence (O00487 whole entry, looked up): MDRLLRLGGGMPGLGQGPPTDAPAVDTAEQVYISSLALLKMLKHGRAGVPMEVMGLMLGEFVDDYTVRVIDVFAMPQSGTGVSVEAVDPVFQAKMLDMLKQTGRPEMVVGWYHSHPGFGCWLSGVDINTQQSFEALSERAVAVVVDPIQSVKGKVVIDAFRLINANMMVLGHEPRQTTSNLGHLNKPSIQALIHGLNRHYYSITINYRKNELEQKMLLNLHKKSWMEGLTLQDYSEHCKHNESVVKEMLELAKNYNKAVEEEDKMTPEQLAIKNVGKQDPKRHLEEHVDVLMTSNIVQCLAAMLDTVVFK
STEP block: blocks human striatal-enriched tyrosine phosphatase; hit rate 0.25% among 360,000; recombinant STEP, OMFP fluorogenic substrate, fluorescence; inhibition, % at 20 µM; AID 588621;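 active means inhibition at 20 µM, scaled per plate between control wells, above about 37%, limit read from the data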;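 further: 0% = DMSO with enzyme and substrate and 100% = substrate only without enzyme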
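Assay system: isolated STEP enzyme / Timing: 20 min at room temperature, dark / Doses: 20 µM, 1% DMSO / Technique: fluorescence intensity, excitation 480 nm, emission 540 nm / Reagent: fluorogenic phosphatase substrate OMFP at 25 µM final / Measure: percent inhibition scaled to no-enzyme and uninhibited-enzyme controls, plate-pattern corrected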
MsrA inh: inhibits bovine methionine sulfoxide reductase A; purified bovine MsrA, absorbance read-out; inhibition, % at 15.5 µM; hit rate 0.75% among 360,000; AID 651718; in the data active means inhibition above about 4.5%;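 further: 0% = vehicle wells with enzyme and 100% = reference inhibitor wells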
LMPTP block: blocks human LMPTP phosphatase. P24666. recombinant LMPTP-A, OMFP fluorogenic substrate, fluorescence intensity. inhibition, % at 20 µM. hit rate 0.22% among 360,000. AID 651560;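 active means compounds that cut the enzyme signal by at least half of the control window in the single-dose screen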;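 further: plate controls were DMSO wells with enzyme plus substrate for no effect and substrate without enzyme for full effect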
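test system = LMPTP-A | amount = 0.625 nM LMPTP-A final | reagent = fluorogenic phosphatase substrate OMFP at 400 µM final | incubation = 50 min at room temperature | benchmarks = no-enzyme low control, uninhibited high control | medium = Bis-Tris pH 6.0, DTT, detergent | signal = fluorescence intensity of OMFP turnover product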
SUMO1-SIM PPI: alters human SUMO1 binding to SIM partners | P63165 | inhibition, % at 20 µM | hit rate 0.33% among 360,000 | AID 602429 | SUMO1 binding to a labelled peptide, TR-FRET, 1 h; in the data active means inhibition above about 37%
Target sequence (P63165 whole entry, looked up): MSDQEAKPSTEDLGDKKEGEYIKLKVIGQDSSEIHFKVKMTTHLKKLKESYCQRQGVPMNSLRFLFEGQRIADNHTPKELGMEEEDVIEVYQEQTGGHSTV
NadD block: inhibitors of Staphylococcus aureus NadD | hit rate 0.78% among 360,000 | inhibition, % at 20 µM | purified NadD enzyme, colorimetric absorbance read-out; in the data active means inhibition above about 26%; further: some compounds past the cut are filed as inactive
Tb MetRS inh: Trypanosoma brucei MetRS inhibition | purified T. brucei MetRS, ATP depletion, Kinase-Glo luminescence | inhibition, % at 11.9 µM | hit rate 0.4% among 360,000 | AID 624268;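 active means inhibition above a per-plate cutoff of the control wells' mean inhibition plus 3 SD, cut at about 5.5% in these data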;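 further: 0% = DMSO wells median and 100% = median of wells with control inhibitor compound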
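Test system: purified T. brucei MetRS enzyme. Also added: ATP, methionine and E. coli bulk tRNA substrates. Compound: 11.9 µM single point. Schedule: 15 min enzyme-compound preincubation, 2 h reaction, 10 min detection, 25 °C. Signal: luciferase luminescence of residual ATP, Kinase-Glo. Evaluation: percent inhibition versus plate control medians. Controls: DMSO wells, low control.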
CSN deneddyl inh: CSN deneddylation inhibition | Purified CSN, SCF-Nedd8-OG deneddylation, fluorescence polarization | inhibition, % at 12.5 µM | hit rate 0.38% among 360,000;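 active means pattern-corrected inhibition above about 35%, with an unprinted fluorescence ratio check between 0.5 and 1.5, limit read from the data, passing the limit was not always enough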;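 further: 0% = enzyme with substrate and 100% = substrate without enzyme; some results filed as inactive read as strong as hits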
Target sequence (Q92905 whole entry, looked up, one chain of several): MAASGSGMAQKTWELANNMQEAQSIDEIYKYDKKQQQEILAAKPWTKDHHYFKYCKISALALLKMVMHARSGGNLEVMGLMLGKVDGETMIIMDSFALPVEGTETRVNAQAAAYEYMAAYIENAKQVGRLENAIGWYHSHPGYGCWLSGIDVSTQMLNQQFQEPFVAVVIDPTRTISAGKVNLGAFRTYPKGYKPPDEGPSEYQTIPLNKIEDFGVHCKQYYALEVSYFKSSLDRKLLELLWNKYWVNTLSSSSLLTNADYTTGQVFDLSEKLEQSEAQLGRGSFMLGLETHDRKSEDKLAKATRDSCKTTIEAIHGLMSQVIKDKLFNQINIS
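Assay system: purified human Csn5 enzyme expressed in HEK293T cells; measure: % inhibition; also added: SCFSkp2-Nedd8OG substrate at 10 nM final; technique: fluorescence polarization; times: reaction 90 min, room temperature; medium: Tris buffer pH 7.5, NaCl, DTT, Tween-20, trehalose, ovalbumin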
DNMT1 block: inhibitors of human DNMT1 | DNMT1 molecular beacon, Hinp1I cleavage, fluorescence | AID 588458 | hit rate 0.83% among 360,000 | inhibition (reported as % activation of signal), % at 10 µM; in the data active means inhibition above about 50%
Scp1 inh: blocks human Scp-1 phosphatase activity; hit rate 0.88% among 340,000; Recombinant Scp1, phosphopeptide, malachite green phosphate absorbance; AID 493091; Q9GZU7; inhibition, % at 20 µM;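 active means inhibition above about 50% at 20 µM, limit read from the data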;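 further: plate controls were DMSO wells with enzyme for no effect and wells lacking enzyme for full effect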
Target sequence (Q9GZU7 76-261 limits assumed): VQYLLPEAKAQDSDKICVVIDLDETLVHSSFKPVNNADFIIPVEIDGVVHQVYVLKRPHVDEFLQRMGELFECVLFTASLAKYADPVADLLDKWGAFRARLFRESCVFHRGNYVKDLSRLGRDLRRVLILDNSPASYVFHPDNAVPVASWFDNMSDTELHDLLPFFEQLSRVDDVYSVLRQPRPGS
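Test system – truncated SCP-1 phosphatase (76-261aa) · Reagent – Phosphorylated 17-residue peptide substrate · Incubation – 45 min room-temperature reaction, 5 min colour, 30 min stabiliser · Detection – colorimetric phosphate reagent with accelerator and stabiliser, absorbance at 630 nm · Measure – % inhibition at 20 µM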
The depositor's hits bear a star; i = inactive; · = no result given; + = active, no number.

SMILES	Rpn11 inh	STEP block	MsrA inh	LMPTP block	SUMO1-SIM PPI	NadD block	Tb MetRS inh	CSN deneddyl inh	DNMT1 block	Scp1 inh
COCCCn1c(C)cc(C(=O)COC(=O)C23CC4CC(CC(O)(C4)C2)C3)c1C	i	-2	0.1	-0.2	6	-4	0.0	15	5	1
CC(C)c1cc(NC(=O)C(C)(C)C)cc(C(C)C)c1O	i	0	0.9	-0.3	-2	10	-0.2	2	-5	-4
CN1C(=O)CCC1(O)c1ccccc1 (configuration not stated)	i	-2	-1.6	-1.5	1	2	-0.9	4	5	-6
Cc1cccc(C(=O)OCC(=O)NCCCc2ccccc2)c1O	i	1	-1.1	0.6	-2	-5	-1.2	-3	-3	-4
COc1ccc(OC)c(-n2nnnc2SCC(=O)Nc2ccc3c(c2)OCCO3)c1	i	-4	0.4	-1.3	1	-5	0.2	6	-2	10
CCOCCCN1C(=O)CN(C2CCC(C)CC2)C(=O)C1c1ccc(C)cc1 (configuration not stated)	i	-1	-0.6	-0.2	-1	0	-0.1	-1	0	2
O=C1C2C3C=CC(C3)C2C(=O)N1CCC(=O)N1CCc2ccccc21 (configuration not stated)	i	2	0.0	0.1	5	-2	-0.7	-5	-2	0
CNC(=S)NNC(=O)c1cccc(C(F)(F)F)c1	i	-3	0.0	-3.2	1	10	-0.7	2	1	-11
CCOC(=O)c1sc2nc(C)nc(SCC(=O)N(CC)C3CCS(=O)(=O)C3)c2c1C (configuration not stated)	i	-5	-0.1	-1.6	-17	5	-0.3	3	-3	-4
Cc1cc(C)n2c(Nc3ccc4c(c3)OCCO4)c(CCc3ccccc3)nc2n1	·	·	0.6	1.3	4	5	-0.8	-3	·	·
CC(=O)c1oc2ccccc2c1NC(=O)CCCN1C(=O)c2ccccc2C1=O	i	8	-0.2	1.1	-6	-4	0.3	-3	7	-8
CCOC(=O)Cc1csc(NS(=O)(=O)Cc2ccccc2)n1	i	2	0.3	-2.1	0	7	-0.5	-1	3	-7
CC(=O)c1cccc(S(=O)(=O)Nc2cccnc2)c1	i	-4	-1.3	-1.2	9	3	-1.4	0	4	1
CCOc1cc(-c2nn3cnnc3s2)cc(OCC)c1OCC	i	-1	0.1	-1.2	1	-6	-0.3	3	4	-3
CCOC(=O)c1c(NC(=O)CSc2nnc(-c3ccco3)o2)sc(C(C)=O)c1C	i	6	0.7	0.4	-6	4	-0.7	0	-7	-15

2 entries from above, with values under each structure.
The line under a structure holds: Rpn11 inh | STEP block | MsrA inh | LMPTP block | SUMO1-SIM PPI | NadD block | Tb MetRS inh | CSN deneddyl inh | DNMT1 block | Scp1 inh
CC(=O)c1oc2ccccc2c1NC(=O)CCCN1C(=O)c2ccccc2C1=O
    i | 8 | -0.2 | 1.1 | -6 | -4 | 0.3 | -3 | 7 | -8
Cc1cccc(C(=O)OCC(=O)NCCCc2ccccc2)c1O
    i | 1 | -1.1 | 0.6 | -2 | -5 | -1.2 | -3 | -3 | -4

The results go on.
SMILES	Rpn11 inh	STEP block	MsrA inh	LMPTP block	SUMO1-SIM PPI	NadD block	Tb MetRS inh	CSN deneddyl inh	DNMT1 block	Scp1 inh
Cc1cc(C(=O)COC(=O)C2=COCCO2)c(C)n1-c1ccccc1	i	-3	0.1	-0.3	1	1	-0.2	-1	6	0
Cc1[nH]n(-c2ccccc2)c(=O)c1/C=N/N1CCOCC1	i	0	0.5	1.3	-2	-6	-0.1	0	0	-4
Cc1cccc(C)c1N1C(=O)c2ccccc2NC(=O)C1C(=O)NCCc1ccccc1 (configuration not stated)	·	·	-0.7	-0.9	-4	·	-0.8	-1	·	·
C=CC[C@H](CC(=O)N[C@H](CO)Cc1ccccc1)C(=O)N[C@H](COC(=O)[C@H](CC=C)CC(=O)OC(C)(C)C)Cc1c[nH]c2ccccc12	i	0	-1.4	0.6	-3	-9	0.1	3	-1	-14
CCCCn1nc(C(=O)Nc2ccc3c(c2)OCO3)c2ccccc2c1=O	i	2	-0.2	0.0	2	-4	0.0	-4	-1	-8
Cc1ccc(S(=O)(=O)N(CC(=O)NCc2ccccc2)C(=O)N2CCN(C)CC2)cc1	i	-1	0.6	0.3	-2	-2	-0.3	1	2	-2
CCN1C(=O)[C@@H]2[C@@H]3CN(S(=O)(=O)c4ccccc4C)[C@@H](c4ccc(Cl)cc4)[C@@H]3C(=O)C[C@@H]2C1=O	i	-1	-0.5	-0.7	4	8	-0.6	-2	-9	·
CCCCCC(N)=O	i	-1	-0.2	-0.5	3	2	0.5	1	-2	-9
CC(=O)/C(=N/Nc1cccc(Cl)c1)Sc1nnc(C(O)c2ccccc2)n1-c1ccccc1 (configuration not stated)	i	3	0.8	-1.3	4	-5	-0.6	4	1	-8
O=C(O)c1cccc(Nc2nc(-c3cccnc3)nc3ccccc23)c1	i	-2	5.6*	4.0	26	4	-0.3	-3	0	3
S=C(NC12CC3CC(CC(C3)C1)C2)N1CCOCC1	i	1	0.3	0.3	4	-6	-0.9	-3	2	-3
CC(=O)Nc1ccccc1P(=O)(c1ccccc1)c1ccccc1OC(C)=O (configuration not stated)	i	-1	-0.3	-1.7	0	-8	-0.7	3	-1	-1
COc1ccc(NC(=O)/C=C/c2cccc(C(F)(F)F)c2)cn1	i	0	0.7	2.2	-6	-3	-1.0	2	-3	1
O=C1C(=C2CCCCC2)SC(=S)N1Cc1ccco1	i	3	3.3	0.4	2	25	-0.1	7	5	7
Cc1nc2sccn2c(=O)c1S(=O)(=O)NCC1CCN(Cc2ccc(Cl)cc2)CC1	i	3	1.1	0.1	-11	4	-0.2	-4	-1	·
CCCCC(OC(=O)CN1C(=O)COc2ccccc21)C(=O)NC1CCCCC1 (configuration not stated)	i	1	0.7	-0.8	-1	0	-0.6	1	0	4
Cc1ccc(-c2nc(CS(=O)CC(=O)NCCCN3CC(C)CC(C)C3)c(C)o2)cc1 (configuration not stated)	i	-3	-0.1	-2.5	-3	-3	-0.8	-4	-2	-7
CCOc1cc(-c2nnc(-c3ccco3)o2)cc(OCC)c1OCC	i	2	0.4	1.5	2	-10	-0.5	-2	-1	-9
COC(=O)C1=CN(Cc2ccc(OC)cc2)C=C(C(=O)OC)C1c1ccsc1	i	1	0.8	2.7	-8	-5	-0.5	-2	-4	-12
O=C(O)c1ccccc1NS(=O)(=O)c1ccc(NNC(=S)Nc2ccc(OC(F)F)cc2)c([N+](=O)[O-])c1	i	0	3.1	0.8	29	16	-0.1	-14	-20	5
CCN(CC)CCOc1cc2c(nn1)Oc1ccccc1N2C	i	-2	1.9	-0.1	-3	1	-1.5	7	6	-3
O=C(Nc1nccs1)c1cccnc1Cl	i	-1	-0.6	-1.8	2	-3	-1.9	-1	2	11
COc1cc(/C=C2\SC(=S)N(CC(=O)Nc3ccccn3)C2=O)cc(OC)c1OC	+	1	-0.4	0.8	-14	28	0.3	12	-15	1
CSC1=Nc2sc3c(c2C2=NCCN12)CC(C)(C)OC3	i	9	0.6	-1.3	-8	-5	0.2	-1	4	-7
CCNC(=O)N(C)C[C@H]1N[C@@](CC)(C(=O)OC)[C@H]2C(=O)N(Cc3ccccc3)C(=O)[C@@H]12	i	2	2.0	0.0	1	0	0.6	-6	1	-8
COc1ccc(NC(=O)CN2C(=O)CC(C)S(=O)(=O)c3ccccc32)cc1 (configuration not stated)	i	0	0.0	-0.4	-4	5	0.5	-1	4	-2
Cc1ccc(CN2C(=O)c3ccccc3NC23CCN(Cc2ccccc2)CC3)cc1	i	-1	0.6	-0.1	1	-5	-0.1	8	-7	-4
Cc1ccc(-c2cc(-c3ccccc3Cl)c(C#N)c(N)n2)o1	i	-3	0.7	2.8	-6	68*	0.0	0	-16	-2
CC[C@@H]1CC2=C(C(=O)OC(C)(C)O2)[C@@H](CC)O1	·	·	-1.2	0.2	3	-3	-0.1	-3	·	·
CC(=O)Nc1ccc(S(=O)(=O)n2cnc(C)c2)cc1	i	-4	-0.4	-1.2	1	-4	-1.4	-1	0	-8

A few values from the entries so far.
Entry of Cc1ccc(CN2C(=O)c3ccccc3NC23CCN(Cc2ccccc2)CC3)cc1 in DNMT1 block: -7
Entry of CCNC(=O)N(C)C[C@H]1N[C@@](CC)(C(=O)OC)[C@H]2C(=O)N(Cc3ccccc3)C(=O)[C@@H]12 in LMPTP block: 0.0
Entry of O=C(Nc1nccs1)c1cccnc1Cl in DNMT1 block: 2

More entries.
SMILES	Rpn11 inh	STEP block	MsrA inh	LMPTP block	SUMO1-SIM PPI	NadD block	Tb MetRS inh	CSN deneddyl inh	DNMT1 block	Scp1 inh
O=C(Nc1cccc(Cl)c1)c1nc[nH]c1C(=O)N1CCc2ccccc2C1	i	-1	0.1	-0.1	-5	1	-0.1	-1	1	-5
O=C(Nc1cccc(Cl)c1)OCCOCCOC(=O)Nc1cccc(Cl)c1	i	-2	-0.8	0.2	1	-3	0.2	-2	4	-10
CN(C)C(=O)CCSc1nnc(-c2ccco2)o1	+	6	-0.1	-1.3	0	-1	-0.7	1	1	-3
Cc1cccc(C)c1NC(=O)CSc1nnc(-c2cnccn2)n1C	i	-1	0.1	-1.5	-2	-5	-0.6	0	0	-9
COC(=O)c1ccc(C)c(NC(=O)CN2C(=O)c3ccccc3S2(=O)=O)c1	i	-2	0.5	-2.3	2	-8	-1.3	0	-1	-8

Of the compounds above, these have fluorine:
SMILES	Rpn11 inh	STEP block	MsrA inh	LMPTP block	SUMO1-SIM PPI	NadD block	Tb MetRS inh	CSN deneddyl inh	DNMT1 block	Scp1 inh
CNC(=S)NNC(=O)c1cccc(C(F)(F)F)c1	i	-3	0.0	-3.2	1	10	-0.7	2	1	-11
COc1ccc(NC(=O)/C=C/c2cccc(C(F)(F)F)c2)cn1	i	0	0.7	2.2	-6	-3	-1.0	2	-3	1
O=C(O)c1ccccc1NS(=O)(=O)c1ccc(NNC(=S)Nc2ccc(OC(F)F)cc2)c([N+](=O)[O-])c1	i	0	3.1	0.8	29	16	-0.1	-14	-20	5

High-throughput results as filed in PubChem.

Not a hit list; 3.9% or so of the library scored in one or more.
